Diaphorase inh: diaphorase inhibition or chemical oxidation counter-screen; AID 1217; diaphorase resazurin-to-resorufin fluorescence, NADH, 16 min; bacterial (C. kluyveri) enzyme, not human; inhibition, % at 20 µM; 190,000 tested, 0.69% active;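 active = primary screen inhibition at 20 µM above a set limit, cut at about 50% in these data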;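 note: plate controls were DMSO with full reaction for no effect and wells lacking NADH for full effect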
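Assay system – diaphorase enzyme from Clostridium kluyveri · Amount – diaphorase 0.14 U/mL (working solution) · Times – reaction incubation of 16 min at room temperature · Controls – No-NADH positive control and DMSO neutral control · Signal – resorufin fluorescence 544/590 nm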
APP transl inh: APP translation inhibition. SH-SY5Y APP 5'UTR-luciferase reporter, luminescence. inhibition, % at 2 µM. 190,000 tested, 0.82% active. AID 1285;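 active = inhibition above a set limit, derived from the sample mean plus 3 SD, cut at about 45% in these data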; note: values of inactives mirror those of a sister screen read the other way
STAT1 blocker: STAT1 signaling inhibition; NIH 3T3 STAT1-luciferase reporter, IFN-gamma, luminescence; inhibition, % at 5.5 µM; 200,000 tested, 0.35% active; AID 920;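 active = inhibition above a set limit, the mean inhibition across all tested compounds plus 3 SD, cut at about 34% in these data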;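 note: 0% = IFN-gamma with DMSO and 100% = IFN-gamma with 300 µM nifuroxazide; values of inactives mirror those of a sister screen read the other way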
TLR4 MyD88 comp: TLR4-MyD88 interaction inhibition in cells | inhibition, % at 8.4 µM | AID 861 | HeLa CL3-4 TLR4/MyD88 BLA complementation, FRET ratio | O00206+Q99836 | 200,000 tested, 0.18% active; in the data active = inhibition above about 25%;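 note: 0% = vehicle and 100% = reference inhibitor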
Target sequence (O00206 whole entry, looked up): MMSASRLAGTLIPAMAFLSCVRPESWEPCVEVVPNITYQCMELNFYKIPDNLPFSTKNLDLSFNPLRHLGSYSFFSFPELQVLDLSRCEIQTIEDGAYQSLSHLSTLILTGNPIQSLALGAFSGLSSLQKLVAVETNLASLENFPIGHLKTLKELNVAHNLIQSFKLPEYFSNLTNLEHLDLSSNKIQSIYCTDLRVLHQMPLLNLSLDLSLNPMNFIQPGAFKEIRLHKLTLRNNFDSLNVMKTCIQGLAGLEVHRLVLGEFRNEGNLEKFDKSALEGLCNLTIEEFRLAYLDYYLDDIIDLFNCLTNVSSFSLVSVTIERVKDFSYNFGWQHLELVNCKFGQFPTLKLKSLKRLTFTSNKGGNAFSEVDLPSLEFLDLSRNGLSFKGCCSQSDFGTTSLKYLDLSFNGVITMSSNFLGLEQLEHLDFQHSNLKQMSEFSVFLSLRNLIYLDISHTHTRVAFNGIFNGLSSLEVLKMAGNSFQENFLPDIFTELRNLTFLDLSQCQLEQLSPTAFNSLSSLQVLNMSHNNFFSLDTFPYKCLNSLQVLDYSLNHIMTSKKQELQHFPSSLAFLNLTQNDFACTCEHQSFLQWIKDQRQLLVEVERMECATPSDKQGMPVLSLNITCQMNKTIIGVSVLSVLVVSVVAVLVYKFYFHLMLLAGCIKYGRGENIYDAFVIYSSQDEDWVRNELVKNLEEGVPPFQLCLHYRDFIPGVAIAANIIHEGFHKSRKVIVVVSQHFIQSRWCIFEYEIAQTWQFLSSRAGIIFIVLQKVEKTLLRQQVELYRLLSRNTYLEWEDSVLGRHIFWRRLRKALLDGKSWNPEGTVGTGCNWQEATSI
Target sequence (Q99836 whole entry, looked up): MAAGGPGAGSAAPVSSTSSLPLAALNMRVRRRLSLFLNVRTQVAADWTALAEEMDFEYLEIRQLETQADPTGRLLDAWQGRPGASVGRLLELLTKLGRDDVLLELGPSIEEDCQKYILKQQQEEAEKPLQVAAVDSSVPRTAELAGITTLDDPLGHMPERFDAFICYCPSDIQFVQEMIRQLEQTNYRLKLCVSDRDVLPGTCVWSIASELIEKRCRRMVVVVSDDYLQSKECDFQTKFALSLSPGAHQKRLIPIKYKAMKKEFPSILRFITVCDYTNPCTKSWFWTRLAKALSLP
STAT3 inh: inhibitors of IL-6 induced STAT3 signaling. U3A cells, IL-6 STAT3-luciferase reporter, luminescence; host cell line lacks STAT1. inhibition, % at 5.5 µM. 190,000 tested, 0.89% active;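 active = inhibition above the mean inhibition across all screened compounds plus 3 SD, cut at about 44% in these data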;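 note: 0% = DMSO only wells and 100% = 100 µM nifuroxazide control wells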
G6PDH counter: L. mesenteroides G6PDH inhibition counter-screen; Purified L. mesenteroides G6PDH, diaphorase/resazurin coupled fluorescence, 45 min; AID 1020; 200,000 tested, 0.12% active; inhibition, % at 5 µM; in the data active = inhibition above about 50%
Diaphorase act: activates diaphorase or chemically reduces, flagging diaphorase assay artifacts | 190,000 tested, 0.005% active | Diaphorase/resazurin coupled assay, resorufin fluorescence, 16 min; stronger effect = higher value; 1 = vehicle wells, 0 = NADH-free wells | activation factor at 20 µM;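 active = diaphorase activity raised at least twofold by the compound at 20 µM; inactive = activation factor below 2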
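Material: purified diaphorase enzyme from Clostridium kluyveri; Also added: 0.114 mM NADH and 0.1 mM resazurin, final amounts; Doses: single compound dose of 20 µM, 1% DMSO final; Times: 16 min enzyme reaction, ambient temperature; Detection: resorufin fluorescence, excitation 544 nm, emission 590 nm; Measure: increased resorufin signal from activators or reducing compounds.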
Hsp70 act: switches on Hsp70 transcription | HeLa Hsp70 promoter luciferase reporter, luminescence; scaled: vehicle 0, proteasome-inhibitor control 100% | activation, % at 10 µM | 200,000 tested, 0.04% active | AID 1203;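 active = activation above the mean across all tested compounds plus 3 SD, cutoff set per campaign, cut at about 5.5% in these data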;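 note: 100% = MG132 at 30 µM as the positive control and 0% = DMSO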
STAT3 activator: STAT3 signaling activation. U3A cells, IL-6 STAT3-luciferase reporter, luminescence; 100% = signal with IL-6 EC80 alone. activation (% of control), % at 5.6 µM. 190,000 tested, 0.91% active. AID 871;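 active = activation above the screen-wide mean of compound activation plus 3 SD, cut at about 130% in these data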;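 note: 0% = background luminescence of wells with medium and substrate only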
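Material: STAT3-luciferase reporter U3A cells; Probe or stimulus: IL-6 (33 ng/mL); Incubation: compound pre-incubation 1 h before IL-6, then 6 h stimulation at 37 °C; Technique: luminescence from STAT3-driven luciferase reporter; Evaluation: % activation versus median of IL-6-stimulated wells; Controls: IL-6-only high control.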
STAT1 act: STAT1 signaling activation. NIH 3T3 STAT1-luciferase reporter, IFN-gamma, luminescence; 100% = IFN-gamma alone, no compound. activation (% of control), % at 5.5 µM. 200,000 tested, 2.6% active;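 active = activation above the screen-wide mean activation plus 3 SD, cut at about 130% in these data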;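 note: raw ratio to IFN-gamma control signal so 100% means no change and 0% no light; values of inactives mirror those of a sister screen read the other way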
Active calls of the source: *; · = not tested or not shown.

SMILES	Diaphorase inh	APP transl inh	STAT1 blocker	TLR4 MyD88 comp	STAT3 inh	G6PDH counter	Diaphorase act	Hsp70 act	STAT3 activator	STAT1 act
COc1ccc(N2C(=O)C(Cl)=C(N3CCCC3)C2=O)cc1	11	8	8	0	13	2	0.9	-0.2	90	93
CCOc1ccc(OC(=O)c2cccnc2)cc1	14	4	1	1	18	3	0.9	-0.1	86	99
CN1/C(=C\C(=S)NC(=O)c2ccccc2Cl)C(C)(C)c2ccccc21	18	-21	15	-8	2	-2	0.8	-0.4	96	86
COc1ccc(C)cc1NC(=O)NCc1ccccc1F	8	-15	9	-7	18	1	0.9	-0.1	92	92
Cc1cccn2c(=O)c(/C=C(\C#N)C(=O)NCc3ccco3)c(N3CCC(C(N)=O)CC3)nc12	27	2	-4	-7	-5	10	0.7	-0.1	103	104
OCC1(Cc2cccc(F)c2)CCN(Cc2cccc3nccnc23)CC1	1	-4	5	-8	7	1	1	0.0	98	94
Cc1c(NC(=O)C(C)OC(=O)c2cccc(S(=O)(=O)N(C)C)c2)c(=O)n(-c2ccccc2)n1C (centres undefined)	-10	-15	1	6	2	-4	1.1	0.0	100	99
COc1ccc(/C=C/C(=O)NC(=S)Nc2ccc(C(=O)O)cc2)cc1	17	4	0	-9	-10	0	0.8	-0.1	106	100
Oc1ccccc1/C=N/Nc1cc(N2CCCC2)nc(N2CCCC2)n1	20	6	0	7	12	12	0.8	-0.2	86	100
O=C(NCCOC(=O)c1ccncc1)c1ccccc1	-2	-4	-3	-13	6	10	1	-0.6	101	103
O=C(Cc1c(Cl)cccc1Cl)Nc1cccc(S(=O)(=O)N2CCOCC2)c1	5	-19	3	-1	-3	7	0.9	-0.2	111	95
Cn1nc(-c2ccc(C(=O)NCC3CCCO3)cc2)c2ccccc2c1=O (centres undefined)	-1	4	3	-4	23	5	1	-0.6	83	98
CCN1CCN(c2nc(-c3ccncc3)nc3ccccc23)CC1	-5	13	-2	3	-1	4	1.1	-0.2	104	102
O=C(c1cccnc1)C1CCCN(Cc2nc(Cc3ccccc3F)no2)C1 (centres undefined)	-4	-4	5	7	13	3	1	-0.2	93	95
O=[N+]([O-])c1cccc(-c2nc(NCc3ccccc3)c3ccccc3n2)c1	14	-16	-1	2	2	-9	0.9	0.1	106	101
CC(C)NC(=O)NC(=O)COC(=O)c1ccc(S(=O)(=O)Nc2ccccc2)cc1	10	12	-2	5	-13	-1	0.9	-0.3	112	101
Cc1cccc(OCCCC(=O)Nc2ccc(S(=O)(=O)Nc3onc(C)c3C)cc2)c1C	4	-12	2	14	-9	13	1	-0.4	108	98
Cc1c(Cl)cccc1NC(=S)N1CCCN(Cc2ccccc2F)C1	4	-5	12	1	6	4	1	0.3	106	88
CCOC(=O)C1C(=O)NC(c2ccccc2)=NC1c1ccc(OC)cc1 (centres undefined)	8	1	-11	-1	-3	-2	0.9	-0.2	108	110
O=C(CCn1c(SCC(=O)NCc2ccco2)nc2ccccc2c1=O)NCCc1ccccc1	20	-8	2	-11	-12	13	0.8	0.0	111	98
O=C(CCc1nc2ccccc2[nH]c1=O)OCC(=O)c1ccc(Cl)cc1	12	-7	2	6	-8	-5	0.9	-0.1	107	98
CCCOc1ccccc1C1C(C(=O)OC)=CN(C(C)C)C=C1C(=O)OC	21	18	9	-18	-3	11	0.8	-0.3	105	92
O=c1oc2c(CN3CCOCC3)c(O)c(Cl)cc2c2c1CCC2	-7	-17	3	-8	7	6	1.1	-0.1	100	96
O=C(NCc1ccccc1F)c1ccc(S(=O)(=O)Nc2cccc(C(F)(F)F)c2)cc1	6	-10	4	1	-1	16	0.9	-0.1	101	96
C=CCOc1ccccc1CN1CCSCC1	23	1	1	10	-2	6	0.8	-0.2	106	99

Next section; the last two above are carried over.
SMILES	Diaphorase inh	APP transl inh	STAT1 blocker	TLR4 MyD88 comp	STAT3 inh	G6PDH counter	Diaphorase act	Hsp70 act	STAT3 activator	STAT1 act
O=C(NCc1ccccc1F)c1ccc(S(=O)(=O)Nc2cccc(C(F)(F)F)c2)cc1	6	-10	4	1	-1	16	0.9	-0.1	101	96
C=CCOc1ccccc1CN1CCSCC1	23	1	1	10	-2	6	0.8	-0.2	106	99
Cc1cc(Nc2ccccc2)nn1C(=O)c1ccccc1	15	7	-2	3	9	6	0.9	0.0	96	102
Cc1cc(N/C=C\c2nnnn2-c2ccc(F)cc2)no1	6	8	-11	16	1	6	0.9	-0.1	103	110
Cc1ccc(CN2CC(C(=O)Nc3ccc(F)c([N+](=O)[O-])c3)CC2=O)cc1 (centres undefined)	11	-35	3	7	8	2	0.9	-0.1	101	98
CCC(c1nnnn1Cc1ccco1)N(CCc1ccccc1)Cc1cc2ccc(OC)cc2[nH]c1=O (centres undefined)	32	0	-3	-1	-8	7	0.7	-0.3	109	103
Nc1cccc(C(=O)Nc2ccco2)c1	10	-1	-5	6	-10	-1	0.9	0.2	110	105
CCNC(=O)CSc1nnc(-c2ccc(OC)cc2)n1CC(C)C	-9	-5	-13	2	-1	7	1.1	-0.3	105	112
CCOc1ccc(-c2nnc(N3CCCCC3)c3ccccc23)cc1	12	2	12	-4	10	3	0.9	-0.5	93	89
COc1ccc(-c2cnc(SCC(=O)Nc3nc(C(C)(C)C)cs3)n2Cc2ccco2)cc1	20	-7	7	7	0	4	0.8	0.0	102	92
CC(/C=C/c1ccc(Cl)o1)=C\C(=O)O	23	-7	-1	-16	-1	2	0.8	-0.4	107	101
CC(=O)c1cc2c(cc1NC(=O)C1CCC1)OCO2	-5	14	-1	-10	11	10	1.1	-0.2	95	99
Cc1ccc2nc(C3CCN(C(=O)NCc4ccccc4)CC3)[nH]c2c1	10	-20	-4	3	-4	-7	0.9	-0.2	106	104
COc1ccc(CCNC(=O)c2nn(C)cc2Cl)cc1	11	-6	-5	-16	4	-8	0.9	0.4	99	103
COc1ccccc1Nc1nc(NCCO)c2ccccc2n1	14	-2	-3	3	12	4	0.9	-0.2	97	103
CC(=O)COc1ccccc1OC(=O)c1ccco1	2	6	4	4	7	3	1	-0.3	100	96
O=C(c1ccc2c(c1)OCCO2)N1CCCCC1	26	-19	-1	1	2	11	0.7	-0.4	101	101
O=S1(=O)c2ccccc2N=NN1Cc1ccc(Cl)c(Cl)c1	26	·	2	6	2	14	0.7	-0.1	98	103
CCN(CC(=O)Nc1ccc(OC)cc1)CC(=O)Nc1ccc(Cl)cc1F	9	-17	-6	-6	-9	-5	0.9	0.1	109	104
Cc1ccc(C(=O)N/C(=C\c2cccs2)C(=O)NC2CCCCC2)cc1	4	13	-3	6	-1	2	1	0.1	104	103
COc1cccc(NC(=O)Cn2c(=O)n(-c3ccccc3)c(=O)c3sccc32)c1	15	-8	9	-9	21	3	0.8	-0.1	89	90
CCCc1nnc(NC(=O)C(C)N2C(=O)C3C4C=CC(C4)C3C2=O)s1 (centres undefined)	12	4	-1	-2	0	3	0.9	-0.1	104	101
CC(=O)Nc1ccc(N2C(=O)CC(c3ccccc3)CC2=O)cc1	21	-10	10	-17	0	5	0.8	1.7	106	91
COc1cc(NC(=O)c2cccs2)ccc1NC(=O)c1ccccc1Cl	11	-37	-12	1	15	4	0.9	-0.2	90	109
Cc1[nH]c2ccccc2c1/C=C/c1nc2ccccc2c(=O)n1CCO	-6	18	-6	4	23	-3	1.1	-0.2	86	105
COc1ccc(-c2cc3nc(-c4ccccc4)cc(N4CCC(O)CC4)n3n2)cc1	50*	-3	-4	-17	17	17	0.5	-0.2	89	102
O=C(Nc1nc(COc2ccccc2)cs1)C1CCC1	21	-70	-21	-13	17	5	0.8	-0.2	88	119

4 entries drawn at random from those above:
SMILES	Diaphorase inh	APP transl inh	STAT1 blocker	TLR4 MyD88 comp	STAT3 inh	G6PDH counter	Diaphorase act	Hsp70 act	STAT3 activator	STAT1 act
CCCc1nnc(NC(=O)C(C)N2C(=O)C3C4C=CC(C4)C3C2=O)s1 (centres undefined)	12	4	-1	-2	0	3	0.9	-0.1	104	101
Cc1cc(Nc2ccccc2)nn1C(=O)c1ccccc1	15	7	-2	3	9	6	0.9	0.0	96	102
O=C(Nc1nc(COc2ccccc2)cs1)C1CCC1	21	-70	-21	-13	17	5	0.8	-0.2	88	119
Cc1ccc(CN2CC(C(=O)Nc3ccc(F)c([N+](=O)[O-])c3)CC2=O)cc1 (centres undefined)	11	-35	3	7	8	2	0.9	-0.1	101	98

Arranged by the number under TLR4 MyD88 comp (smallest number first): some entries from above.
compound,TLR4 MyD88 comp
COc1cccc(NC(=O)Cn2c(=O)n(-c3ccccc3)c(=O)c3sccc32)c1,-9
CCN(CC(=O)Nc1ccc(OC)cc1)CC(=O)Nc1ccc(Cl)cc1F,-6
CCOc1ccc(-c2nnc(N3CCCCC3)c3ccccc23)cc1,-4
CCCc1nnc(NC(=O)C(C)N2C(=O)C3C4C=CC(C4)C3C2=O)s1 (centres undefined),-2
CCNC(=O)CSc1nnc(-c2ccc(OC)cc2)n1CC(C)C,2
COc1ccccc1Nc1nc(NCCO)c2ccccc2n1,3
Cc1cc(N/C=C\c2nnnn2-c2ccc(F)cc2)no1,16

The list continues:
SMILES	Diaphorase inh	APP transl inh	STAT1 blocker	TLR4 MyD88 comp	STAT3 inh	G6PDH counter	Diaphorase act	Hsp70 act	STAT3 activator	STAT1 act
CCC(C)NC(=O)CC1Oc2ccc(Cl)cc2NC1=O (centres undefined)	12	-4	5	-12	4	2	0.9	-0.4	101	96
C/C(CCc1oc2c(Br)cc(Br)cc2c1-c1ccc(C)o1)=N\O	12	-8	10	13	4	13	0.9	-0.4	99	92
CC(=O)c1ccc(-n2nnnc2SCC(=O)N2CCN(C(=O)c3ccco3)CC2)cc1	16	10	-5	0	8	2	0.8	-0.3	99	104
COC1CCCCC1Nc1cc(C)cc(C)c1 (centres undefined)	13	-1	1	-8	4	1	0.9	-0.3	102	99
CC(=O)C1=C(O)C(=O)N(CC#N)C1c1cccs1 (centres undefined)	7	-17	-2	1	4	0	0.9	-0.3	100	102
CCCc1[nH]nc2c1C(/C(C)=C/c1ccccc1)C(C#N)=C(N)O2 (centres undefined)	13	8	-4	10	15	3	0.9	0.1	92	104

Hits appear at their usual frequency, and some 6.1% of all compounds hit somewhere here.
